Assay outcomes deposited in PubChem by National Center for Advancing Translational Sciences (NCATS).
Vif-APOBEC3F blk: inhibitors of Vif-A3F interaction. HeLa A3F-eYFP + Vif (tagged APOBEC3F with the HIV-1 protein that degrades it), YFP fluorescence increase. Potency, µM (titrated, usually from 46.1 µM), for the others: at the highest dose activity, negative = active. 390,000 compounds, 0.2% hits. AID 602313; further: potency means the concentration at half of the fitted maximal effect; % of control where 0% means no effect; nearly all actives have a fitted effect of over 65% in size
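HeLa cells stably expressing Vif plus C-terminally eYFP-tagged A3F were seeded, incubated overnight at 37 deg C, dosed with compound, incubated overnight again at 37 deg C. Yellow fluorescence (Ex 488/Em 500-530) reported blocked Vif-mediated A3F-eYFP degradation.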
Glioma ERSR ind: induces the endoplasmic reticulum stress response in human glioma cells. 420,000 compounds, 0.02% hits. Potency, µM, inactives show at the highest dose activation, most hits filed as activators. U87-MG GRP78 promoter luciferase reporter, 16 h; further: potency means the concentration at half of the fitted maximal effect; series mostly up to about 76 µM; % of control where 0% means no effect; nearly all actives have a fitted effect of over 35% in size
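ERSR induction read as luciferase luminescence (Bright-Glo, 10 min at room temperature) in stably transfected human U87-MG glioma cells exposed to compounds for 16 h, using GRP78 as sensor.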
RXFP1 antag: RXFP1 (human) relaxin receptor antagonism; HEK293-RXFP1, relaxin-stimulated cAMP HTRF, 30 min; stronger effect = lower value; 350,000 compounds, 0.59% hits; Q9HBX9; activity change, negative = inhibition, % at 57.5 µM;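 active means activity change of -60% or lower, but not beyond a set lower limit; inconclusive means change between -60% and -40%, or beyond the set limit; inactive means change above -40%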; further: on the % scale 0 is the no-effect control and ±100 the full control effect
Vif-APOBEC3G blk: Vif-A3G binding inhibition. HeLa A3G-eYFP + Vif (tagged APOBEC3G with the HIV-1 protein that degrades it), YFP fluorescence, overnight. Potency, µM (doses to about 46.1 µM), for the others: at the top dose activity, negative = active, actives largely listed as inhibitors. 410,000 compounds, 0.076% hits;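 further: potency means the concentration at half of the fitted maximal effect; on the % scale 0 is the no-effect control and ±100 the full control effect; nearly all actives have a fitted effect of over 60% in size; hits raise eYFP signal because A3G escapes Vif-driven loss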
Target sequence (Q9HC16 whole entry, looked up): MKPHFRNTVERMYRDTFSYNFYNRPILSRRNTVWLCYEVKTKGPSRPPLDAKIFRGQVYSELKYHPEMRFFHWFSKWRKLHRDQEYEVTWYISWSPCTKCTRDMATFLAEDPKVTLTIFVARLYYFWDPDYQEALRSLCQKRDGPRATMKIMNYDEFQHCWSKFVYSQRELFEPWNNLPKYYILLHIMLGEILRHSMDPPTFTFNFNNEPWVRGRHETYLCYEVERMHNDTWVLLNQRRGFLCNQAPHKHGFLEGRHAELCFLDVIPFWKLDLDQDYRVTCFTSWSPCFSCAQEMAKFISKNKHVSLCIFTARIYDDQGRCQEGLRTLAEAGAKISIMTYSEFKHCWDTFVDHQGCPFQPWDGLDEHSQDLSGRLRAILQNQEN
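HeLa cells stably expressing Vif and C-terminally eYFP-tagged A3G, seeded overnight at 37 deg C, then exposed to compound by pintool overnight at 37 deg C. Rise in yellow fluorescence (Ex 488/Em 500-530, Acumen) marks blocked Vif-driven A3G degradation.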
* = called active by the depositor; u = inconclusive; x = no result given; & = joins results of further samples. Unless noted, the call rests on the fitted dose curve; in most records, active means well fitted curve in the direction sought with a large enough effect; inconclusive means small, poorly fitted or top-dose-only effect, or another doubt; inactive means no such curve, though single readings can be large; an effect the other way counts as inactive or inconclusive.

Start of the data: the first five compounds (preview)
SMILES	Vif-APOBEC3F blk	Glioma ERSR ind	RXFP1 antag	Vif-APOBEC3G blk
COCCNC(=O)C1Nc2ccc(OC(F)(F)F)cc2C2C=CCC12 (stereo unspecified)	1%	-2%	x	1%
CC(=O)C[C@@H](O)CC(=O)[C@@H]1OC(=O)CCCCCCCc2ccccc21	-8%	-5%	x	-2%
C[C@H]1CN([C@@H](C)CO)C(=O)c2cccc(NS(=O)(=O)c3ccc(F)cc3)c2O[C@H]1CN(C)S(=O)(=O)c1cn(C)cn1	6%	2%	x	-1%
CCCCN1CCC(CN2C(=S)NC[C@@H]2CC(C)C)CC1	2%	1%	x	3%
O=C(CC1C[C@H](C(=O)N2CCOCC2)[C@@]2(CCC3CCCC3)c3[nH]c4ccccc4c3CCN2C1=O)NCc1ccco1 (stereo partly specified)	-3%	-3%	x	0%

Results, previewed entries included:
SMILES	Vif-APOBEC3F blk	Glioma ERSR ind	RXFP1 antag	Vif-APOBEC3G blk
COCCNC(=O)C1Nc2ccc(OC(F)(F)F)cc2C2C=CCC12 (stereo unspecified)	1%	-2%	x	1%
CC(=O)C[C@@H](O)CC(=O)[C@@H]1OC(=O)CCCCCCCc2ccccc21	-8%	-5%	x	-2%
C[C@H]1CN([C@@H](C)CO)C(=O)c2cccc(NS(=O)(=O)c3ccc(F)cc3)c2O[C@H]1CN(C)S(=O)(=O)c1cn(C)cn1	6%	2%	x	-1%
CCCCN1CCC(CN2C(=S)NC[C@@H]2CC(C)C)CC1	2%	1%	x	3%
O=C(CC1C[C@H](C(=O)N2CCOCC2)[C@@]2(CCC3CCCC3)c3[nH]c4ccccc4c3CCN2C1=O)NCc1ccco1 (stereo partly specified)	-3%	-3%	x	0%
COc1ccc(NC(=O)Nc2ccc3c(c2)C(=O)N([C@H](C)CO)C[C@H](C)[C@@H](CN(C)C(=O)Nc2ccc4c(c2)OCO4)O3)cc1	1%	1%	x	-2%
COc1ccc(C(=O)c2c(-c3ccsc3)oc3ccc(-c4ccc(OC)cc4)cc23)cc1	2%	-3%	x	-3%
Cc1nc(C(=O)Nc2cc(F)cc(Cl)c2)sc1C1(C)CC(c2ccccc2)=NO1 (stereo unspecified)	5%	-2%	x	-16%
Cc1noc(C)c1NC(=O)Nc1cccc2c1O[C@H](CN(C)S(=O)(=O)c1ccc(F)cc1)[C@@H](C)CN([C@H](C)CO)C2=O	0%	-1%	x	0%
CC[C@]12c3[nH]c4ccc(Cl)cc4c3CCN1C(=O)[C@@H](CC(=O)NCc1cccc(C(F)(F)F)c1)C[C@@H]2C(=O)N1CCN(C(=O)C2CC2)CC1	6%	-5%	x	-11%
C[C@@H]1COC(=O)[C@H](CC(=O)OC(C)(C)C)C/C=C\C[C@H](CC(=O)N(CCO)Cc2ccccc2)C(=O)N1	3%	3%	x	4%
COc1cccc2sc3cc(NCC[C@@H]4CCCN4C)ccc3c(=O)c12	-7%	4%	x	11%
C=CC[C@H](CC(=O)N(CCO)Cc1ccccc1)C(=O)NCCOC(=O)[C@@H](CC=C)CC(=O)OC(C)(C)C	-12%	-2%	x	0%
CCCCCCC[C@@H](C/C=C/CCC(=O)O)OC	3%	-2%	x	-2%
CC(/C=N/NC(=O)c1nnn(-c2nonc2N)c1CN1CCCCC1)c1ccccc1 (stereo unspecified)	7%	-1%	x	2%
O=C(Cn1cnc2c(OCc3ccccc3)ncnc21)NCc1ccc2[nH]ccc2c1	-8%	-2%	x	-20%
C[C@H](CO)N1C[C@H](C)[C@@H](CN(C)Cc2ccc(C(=O)O)cc2)Oc2ccc(NC(=O)Cn3cnnn3)cc2C1=O	0%	-4%	x	0%
O=C(N[C@H]1C/C=C\C[C@@H](CC(=O)N(CCO)Cc2ccccc2)C(=O)N[C@H](Cc2c[nH]c3ccccc23)COC1=O)OCC1c2ccccc2-c2ccccc21	-8%	-2%	x	1%
Clc1cccc(C(c2ccc3nc[nH]c3c2)n2ccnc2)c1 (stereo unspecified)	x	-3%	-15	x
CCN(CC)C(C)CN1c2ccccc2Sc2ccccc21 (stereo unspecified)	x	-4%&-10%	-5	x
CCN(CC)CCCN(c1ccccc1)C1Cc2ccccc2C1	x	-3%&-7%	-12	x
C=CCc1ccc(O)c(OC)c1	x	-4%&-5%&-5%	-11	x
CCCCCCCCCCCCCCCCCCO	x	-3%	-5	x
CC(C(=O)O)c1ccc2c(c1)Cc1cccnc1O2 (stereo unspecified)	x	-4%	-16	x
NC(=O)C(c1ccccc1)(c1ccccc1)[C@@H]1CCN(CCc2ccc3c(c2)CCO3)C1	x	-4%	-12	x
CCC(CC)(CC(=O)Nc1cccc(/C=C/c2nc(C3CCC3)cs2)c1)C(=O)O	x	1%	-15	x
O=C(NO)c1ccccc1	x	-1%	26	x
c1ccc2[nH]ccc2c1	x	-5%	12	x
C[C@@H]1CCC[C@H](C)N1	x	-5%	10	x
CN1CCC(=C2c3ccccc3CCc3cccnc32)CC1	x	-2%	-10	x
C[C@@H](C1=C(CCN(C)C)Cc2ccccc21)c1ccccn1	x	-3%	-16	x
Cc1cc(O)c(C(C)C)cc1Cl	x	0%&-3%	7	x
CCCCCCCCCCCCCCCCCC(=O)OCC(O)CO (stereo unspecified)	x	4%	7	x
O=P(O)(O)OC[C@@H](O)CO	x	-4%	3	x
COC(=O)C1=C(C)NC(C)=C(C(=O)OC(C)(C)CN(C)CCC(c2ccccc2)c2ccccc2)C1c1cccc([N+](=O)[O-])c1 (stereo unspecified)	x	1%&-3%	-10	x
CO[C@@H]1[C@@H](OC(N)=O)[C@@H](O)[C@H](Oc2ccc3c(O)c(NC(=O)c4ccc(O)c(CC=C(C)C)c4)c(=O)oc3c2C)OC1(C)C	x	-5%	-25	x
Nc1nc(-c2ccccc2)c(Br)c(=O)[nH]1	x	-5%	-13	x
O=C(O)/C=C(\CC(=O)O)C(=O)O	x	-5%	5	x
O=C(O)c1cc(O)c(O)c(O)c1	x	-13%&-6%	7	x
COCc1c(C(C)C)nc(C(C)C)c(/C=C/[C@@H](O)C[C@@H](O)CC(=O)O)c1-c1ccc(F)cc1	x	-4%	-25	x
N[C@H](Cc1c[nH]c2ccccc12)C(=O)O	x	-4%	8	x
CC(C)(C)C(=O)OCOC(=O)[C@@H]1N2C(=O)[C@@H](NC(=O)[C@H](N)c3ccccc3)[C@H]2SC1(C)C	x	-3%	-12	x
CC(O)C(=O)O (stereo unspecified)	x	0%	1	x
CN1CCC[C@@H]1Cc1c[nH]c2ccc(CCS(=O)(=O)c3ccccc3)cc12	x	-2%	1	x
C[C@](N)(Cc1ccc(O)cc1)C(=O)O	x	-3%&0%	-8	x
N[C@@H](CSSC[C@H](N)C(=O)O)C(=O)O	x	0%	11	x
NC(=O)CCCCC1CCSS1 (stereo unspecified)	x	-3%	-101*	x
O=C1C(O)=C(O)C(=O)C(O)=C1O	x	-5%&-2%	13	x
CCCCCCCCCCCCCCCCO	x	-1%&-4%	-17	x
CC(=O)C[C@H]1[C@H](O[C@H]2[C@H](OC(C)C(=O)N[C@@H](C)C(=O)N[C@H](CCC(=O)N[C@@H](CCCCN)C(=O)N[C@H](C)C(=O)O)C(N)=O)[C@@H](NC(=O)O)C(O)O[C@@H]2CO)O[C@H](CO)[C@@H](O)[C@@H]1O (stereo partly specified)	x	-3%	19	x
CCCCCC(C)N (stereo unspecified)	x	-5%	10	x
CC(C)=CCOc1ccc(/C=C/C(=O)c2ccc(OCC=C(C)C)cc2OCC(=O)O)cc1	x	-3%	-102*	x
Cc1nc2ccc(CN(C)c3ccc(C(=O)N[C@@H](CCC(=O)O)C(=O)O)s3)cc2c(=O)[nH]1	x	-4%	-2	x
CC(C)OC(=O)c1cc(C(=O)OC(C)C)cc([N+](=O)[O-])c1	x	-1%	-71*	x
CCC1(C)CC(=O)NC1=O (stereo unspecified)	x	-4%&-3%	15	x
CC(C)CCCC(C)CCCC(C)CCCCC(C)CCCC(C)CCCC(C)C (stereo unspecified)	x	-2%	-5	x
C[N+](C)(CCOc1ccccc1)Cc1cccs1 (tested in a mixture with another compound)	x	-5%	11	x
CCOC(=O)C(C#N)=C(c1ccccc1)c1ccccc1	x	-1%	-22	x
NC(=S)N/N=C/c1cccnc1	x	-3%	6	x
Nc1ccc([N+](=O)[O-])cc1O	x	-4%	-18	x

(next part)
SMILES	Vif-APOBEC3F blk	Glioma ERSR ind	RXFP1 antag	Vif-APOBEC3G blk
CC(C)(Cc1c[nH]c2ccccc12)NCC(O)COc1ccccc1C#N (stereo unspecified)	x	-9%	-17	x
Cl/C(=C\n1cncn1)c1ccc(Cl)cc1Cl	x	-4%	-8	x
CS(=O)(=O)CCNCc1ccc(-c2ccc3ncnc(Nc4ccc(OCc5cccc(F)c5)c(Cl)c4)c3c2)o1	x	-4%	-34	x
N=C1N=C(N)c2cc3ccccc3cc21	x	-9%	-80*	x
O=C(O)c1ccccc1-c1c2cc(Br)c(=O)c(Br)c-2oc2c(Br)c(O)c(Br)cc12	x	-4%&0%	x	x
Cc1[nH]c(=O)c(C#N)cc1-c1ccc2nccn2c1	x	-5%&-8%&-5%	6	x
Cc1ccc2c(n1)Oc1ccc(C(C)C(=O)OCC(=O)N(C)C)cc1C2 (stereo unspecified)	x	0%&0%	-5&-9	x
Clc1ccc(C(Cn2ccnc2)OCc2ccsc2Cl)c(Cl)c1 (stereo unspecified)	x	-3%	u	x
Cc1ncc(CSSCc2cnc(C)c(O)c2CO)c(CO)c1O	x	-4%	6	x
CC(=O)OCC(=O)Nc1cc(C#N)cc(NC(=O)COC(C)=O)c1Cl	x	-4%	21	x
CC(CCc1ccc2c(c1)OCO2)NN (stereo unspecified)	x	-2%	-11	x
CCOC(=O)[C@@](C)(N)Cc1ccc(O)c(O)c1	x	x	13	x
CCOc1ccccc1OCCN[C@H](C)Cc1ccc(OC)c(S(N)(=O)=O)c1	x	-2%	23	x
CN(C)C(=O)Nc1ccc(Cl)c(Cl)c1	x	1%	5	x
CC(C)=CCC1C(=O)N(c2ccccc2)N(c2ccccc2)C1=O	x	0%	9	x
CCn1cc(C(=O)O)c(=O)c2cnc(N3CCCC3)nc21	x	-2%&-3%	0	x
NCCC(O)(P(=O)(O)O)P(=O)(O)O	x	-3%&-4%	10	x
CCc1cc(S(=O)(=O)O)c2cc(C(C)C)cccc1-2	x	-3%	-20	x
CCOC(=O)/C=C(C)/C=C/C=C(C)/C=C/c1c(C)cc(OC)c(C)c1C	x	-5%	-26	x
CCOCC(O)COc1ccc(NC(=O)CC[S+](C)C)cc1 (stereo unspecified)	x	-3%	7	x
CCCC(=O)OC[C@@H](OC(=O)CCC)[C@@H](OC(=O)CCC)[C@H](Cn1c2nc(=O)[nH]c(=O)c-2nc2cc(C)c(C)cc21)OC(=O)CCC	x	-5%	-17	x
O=C(CCBr)N1CCN(C(=O)CCBr)CC1	x	-5%	-15	x
COc1cc2ncnc(Nc3ccc(F)c(Cl)c3)c2cc1OCCCN1CCOCC1	x	-4%	-16	x
CN(C)c1ccc(O)c2c1C[C@H]1C[C@H]3[C@H](N(C)C)C(=O)C(C(N)=O)=C(O)[C@@]3(O)C(=O)C1=C2O	x	-4%	4	x
Cc1ccc(C(=O)c2cc(O)c(O)c([N+](=O)[O-])c2)cc1	x	-4%	-39	x
Cc1cc(-n2nc3ccc(Cl)cc3n2)c(O)c(C(C)(C)C)c1	x	-3%	4	x
NC(=O)c1ncn([C@@H]2O[C@H](CO)[C@@H](O)[C@H]2O)c1N	x	-1%	1	x
CN(C)c1ccc(N=NS(=O)(=O)O)cc1	x	3%	-33	x
CC(C)Nc1cccnc1N1CCN(C(=O)c2cc3cc(NS(C)(=O)=O)ccc3[nH]2)CC1	x	-3%	-12	x
CNCc1ccccc1	x	0%&-3%	-34	x
C[C@H](O)C(=O)Nc1c(I)c(C(=O)NC(CO)CO)c(I)c(C(=O)NC(CO)CO)c1I	x	-4%	8	x
CCCCc1oc2ccc(NS(C)(=O)=O)cc2c1C(=O)c1ccc(OCCCN(CCCC)CCCC)cc1	x	-11%	u	x
COC(=O)C1=C(C)NC(C)=C(C(=O)OCCCN2CCC(c3ccccc3)(c3ccccc3)CC2)C1c1cccc([N+](=O)[O-])c1 (stereo unspecified)	x	-7%&-11%	u	x

A portion of the library; the hit share may differ from the screen's.
